NFkB SMM: binds human NF-kappa-B p105 on microarray. Small molecule microarray, anti-His fluorescence binding. calls only. 1.3% of 17,000 active;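 active means spot fluorescence over background significantly raised, with a chance value under 7% in all four replicate spots of the compound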;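 further: probe protein is his-tagged human p50 processed subunit at 1 µg/ml; raw spot fluorescence signals with no normalization applied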
Target sequence (P19838 1-433 limits assumed): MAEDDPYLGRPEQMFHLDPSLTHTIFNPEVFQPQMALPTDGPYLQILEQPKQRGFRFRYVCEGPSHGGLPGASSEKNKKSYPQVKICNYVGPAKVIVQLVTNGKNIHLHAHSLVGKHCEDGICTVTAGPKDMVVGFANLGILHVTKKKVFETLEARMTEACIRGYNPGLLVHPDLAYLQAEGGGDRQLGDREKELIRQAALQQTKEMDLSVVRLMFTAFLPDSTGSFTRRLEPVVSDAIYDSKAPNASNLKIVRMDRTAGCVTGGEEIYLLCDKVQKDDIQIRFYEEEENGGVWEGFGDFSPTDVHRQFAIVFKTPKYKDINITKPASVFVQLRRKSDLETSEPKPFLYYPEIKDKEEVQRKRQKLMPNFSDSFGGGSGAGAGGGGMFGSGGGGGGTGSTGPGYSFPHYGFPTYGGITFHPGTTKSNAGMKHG
Calls only; i = inactive.

SMILES	NFkB SMM
O=c1[nH]c(SCc2ccccc2[N+](=O)[O-])nc2ccccc12	i
C[C@@H]1CN([C@H](C)CO)C(=O)c2cc(NC(=O)Nc3cccc4ccccc34)ccc2O[C@@H]1CN(C)C(=O)NC1CCCCC1	i
C[C@@H]1CN([C@@H](C)CO)C(=O)c2cc(NC(=O)CCC(F)(F)F)ccc2O[C@@H](C)CCCCO[C@@H]1CN(C)C	i
C[C@@H]1CN([C@H](C)CO)C(=O)c2cc(NS(=O)(=O)c3cn(C)cn3)ccc2O[C@H]1CN(C)Cc1ccccc1	i
CNC[C@H]1Oc2ccc(NC(=O)Nc3cccc4ccccc34)cc2CC(=O)N([C@H](C)CO)C[C@H]1C	i
C[C@@H]1CCCCO[C@@H](CN(C)Cc2ccc(C(F)(F)F)cc2)[C@@H](C)CN([C@@H](C)CO)C(=O)c2cc(NS(=O)(=O)c3cccs3)ccc2O1	i
CNC[C@H]1Oc2ccc(NC(=O)CCC(F)(F)F)cc2C(=O)N([C@@H](C)CO)C[C@@H]1C	i
Cc1noc(C)c1NC(=O)N(C)C[C@@H]1OCCCC[C@H](C)Oc2ccc(NS(=O)(=O)c3cn(C)cn3)cc2C(=O)N([C@@H](C)CO)C[C@@H]1C	i
OC(c1ccccc1)C1CCN(CCc2ccccc2)CC1 (stereo not given)	i
Cc1noc(C)c1S(=O)(=O)Nc1ccc2c(c1)C(=O)N([C@H](C)CO)C[C@@H](C)[C@@H](CN(C)C(=O)CCC(F)(F)F)OCCCC[C@@H](C)O2	i
COc1ccc(NC(=O)c2ccc(-c3ccc(-c4noc(C)n4)cc3C)cc2)cc1N1CCN(C)CC1	i
CC(C)NC(=O)Nc1ccc2c(c1)C(=O)N([C@H](C)CO)C[C@@H](C)[C@@H](CN(C)S(=O)(=O)c1cccs1)OCCCC[C@@H](C)O2	i
C[C@H]1CN([C@@H](C)CO)C(=O)Cc2cc(NS(=O)(=O)c3ccccc3)ccc2O[C@H]1CN(C)C(=O)NC1CCCCC1	i
COc1cc(CO)cc(I)c1O[C@H]1C=C(C(=O)NCCO)C[C@@H](NCc2ccccc2F)[C@@H]1O	i
C=CCN1C(=O)[C@@]2(Cc3ccccc3)N=C(c3ccc(OCCCO)cc3)O[C@H]2c2ccccc21	i
O=C(CN1C(=O)C2C3C=CC(C4CC34)C2C1=O)NCc1ccco1 (stereo not given)	i
CC(=O)c1cccc(NC(=O)CSC2=C(C#N)C(c3ccccc3C)C3=C(CCCC3=O)N2)c1 (stereo not given)	i
Cc1noc(C)c1S(=O)(=O)Nc1ccc2c(c1)CC(=O)N([C@H](C)CO)C[C@@H](C)[C@H](CN(C)C(=O)Nc1ccc(F)cc1)O2	i
CNC[C@@H]1Oc2c(NC(=O)c3ccc(-c4nccs4)cc3)cccc2C(=O)N([C@@H](C)CO)C[C@@H]1C	i
COc1cccc(OC)c1C(=O)NC(=S)NCc1ccco1	i
Cc1nc2ccccn2c1-c1csc(Nc2cccc(C(=O)O)c2)n1	i
CSc1ccccc1NC(=O)C(C)N(c1ccccc1)S(C)(=O)=O (stereo not given)	i
COc1ccc(-c2nnc(SCC(=O)Nc3c(C)n[nH]c3C)n2-c2ccccc2)cc1OC	i
Cc1ccc2nc(-c3ccc(NC(=O)CSc4nncn4C)cc3)sc2c1	i
COc1cc(OC)c(NC(=O)CSc2nnc(-c3ccccc3)n2-c2ccccc2)cc1Cl	i

Other compounds follow.
SMILES	NFkB SMM
C[C@H](CO)N1C[C@H](C)[C@H](CN(C)C(=O)Nc2cccc3ccccc23)Oc2ccc(NC(=O)C3CC3)cc2CC1=O	i
C[C@@H]1CN([C@@H](C)CO)C(=O)c2cccc(NC(=O)Nc3ccc(C(F)(F)F)cc3)c2O[C@H]1CN(C)Cc1ccc(C(=O)O)cc1	i
CC1=C[C@H](O)[C@H]2C(C)(C)CCC[C@]2(C)[C@@]1(O)CO	i
C[C@@H]1CN([C@@H](C)CO)C(=O)c2cc(NS(=O)(=O)c3ccccc3)ccc2O[C@@H](C)CCCCO[C@H]1CN(C)C(=O)CCC(F)(F)F	i
Cc1ccccc1NC(=O)CSc1nc(N)c2c3c(sc2n1)COC(C)(C)C3	i
COC(=O)C(CC#Cc1ccc2c(c1)[C@]1(C(=O)N2)[C@H](C(N)=O)[C@H]2C(=O)O[C@H](c3ccccc3)[C@H](c3ccccc3)N2[C@@H]1c1ccccc1OCCO)C(=O)OC	i
O=C(O)C1=C[C@@H](C2CCCCC2)C[C@@H](OCCCCO)O1	i
COc1cc(OC)c(C2=NOC(C(=O)NCc3ccco3)C2)cc1Cl (stereo not given)	i
C[C@@H]1CN([C@H](C)CO)C(=O)c2cc(NS(=O)(=O)c3cccs3)ccc2O[C@@H](C)CCCCO[C@H]1CN(C)C(=O)C1CCCCC1	i
CCOc1ccccc1NC(=O)c1ccccc1N(C)S(=O)(=O)c1ccc(C)cc1	i
COc1ccc(NC(=O)C2CC=CCC2C(=O)Nc2ccccc2Cl)cc1 (stereo not given)	i
C/C(=C\C(=O)O)CCC1C(C)(O)CCC2C(C)(CO)CCCC12C (stereo not given)	i
C[C@@H]1CN([C@H](C)CO)C(=O)c2cccc(NC(=O)Nc3cccc4ccccc34)c2O[C@H]1CN(C)S(=O)(=O)c1cccs1	i
O=c1cc(-c2ccc(O)cc2)oc2cc(O)c(C3OC(CO)C(O)C(O)C3O)c(O)c12 (stereo not given)	i
CCOC(=O)CCc1nc2ccc(O)cc2[nH]1	i
C[C@H](CO)N1C[C@H](C)[C@@H](CN(C)S(=O)(=O)c2ccc(F)cc2)Oc2c(NC(=O)c3ccncc3)cccc2C1=O	i
C[C@H]1CCCCO[C@H](CN(C)C(=O)Nc2ccccc2)[C@@H](C)CN([C@@H](C)CO)C(=O)c2cc(NC(=O)CCCN(C)C)ccc2O1	i
C[C@H]1CCCCO[C@@H](CN(C)C)[C@@H](C)CN([C@@H](C)CO)C(=O)c2cc(NC(=O)Nc3ccc4c(c3)OCO4)ccc2O1	i
C[C@@H]1CN([C@@H](C)CO)C(=O)Cc2cc(NC(=O)c3ccncc3)ccc2O[C@H]1CN(C)C(=O)Nc1ccccc1	i
C[C@@H]1CN([C@H](C)CO)C(=O)c2cc(NC(=O)Nc3ccc(C(F)(F)F)cc3)ccc2O[C@H]1CN(C)S(=O)(=O)c1ccc(F)cc1	i
C[C@@H]1CN([C@H](C)CO)C(=O)c2cc(N(C)C)ccc2O[C@H]1CN(C)C(=O)Nc1ccc2c(c1)OCO2	i
CSCCC(N)C(=O)NC(CC(C)C)C(=O)NC(Cc1ccccc1)C(=O)O (stereo not given)	i
CC(C)NC(=O)Nc1ccc2c(c1)C(=O)N([C@@H](C)CO)C[C@H](C)[C@H](CN(C)C(=O)c1ccccc1)OCCCC[C@@H](C)O2	i
C/C(=C\Cc1c(O)cc2oc(C)cc(=O)c2c1O)CO[C@@H]1O[C@H](CO)[C@@H](O)[C@H](O)[C@H]1O	i
Cc1noc(C)c1NC(=O)Nc1cccc2c1O[C@@H](CN(C)C(=O)Nc1c(C)noc1C)[C@@H](C)CN([C@@H](C)CO)C2=O	i

A portion from further up, for reference:
SMILES	NFkB SMM
C[C@H](CO)N1C[C@H](C)[C@H](CN(C)C(=O)Nc2cccc3ccccc23)Oc2ccc(NC(=O)C3CC3)cc2CC1=O	i
C[C@@H]1CN([C@@H](C)CO)C(=O)c2cccc(NC(=O)Nc3ccc(C(F)(F)F)cc3)c2O[C@H]1CN(C)Cc1ccc(C(=O)O)cc1	i
CC1=C[C@H](O)[C@H]2C(C)(C)CCC[C@]2(C)[C@@]1(O)CO	i
C[C@@H]1CN([C@@H](C)CO)C(=O)c2cc(NS(=O)(=O)c3ccccc3)ccc2O[C@@H](C)CCCCO[C@H]1CN(C)C(=O)CCC(F)(F)F	i
Cc1ccccc1NC(=O)CSc1nc(N)c2c3c(sc2n1)COC(C)(C)C3	i
COC(=O)C(CC#Cc1ccc2c(c1)[C@]1(C(=O)N2)[C@H](C(N)=O)[C@H]2C(=O)O[C@H](c3ccccc3)[C@H](c3ccccc3)N2[C@@H]1c1ccccc1OCCO)C(=O)OC	i
O=C(O)C1=C[C@@H](C2CCCCC2)C[C@@H](OCCCCO)O1	i

Rewritten in markdown: part of the list above
| molecule | NFkB SMM |
| --- | --- |
| CC1=C[C@H](O)[C@H]2C(C)(C)CCC[C@]2(C)[C@@]1(O)CO | i |
| C[C@@H]1CN([C@@H](C)CO)C(=O)c2cc(NS(=O)(=O)c3ccccc3)ccc2O[C@@H](C)CCCCO[C@H]1CN(C)C(=O)CCC(F)(F)F | i |

(next part)
SMILES	NFkB SMM
CNC[C@@H]1Oc2ccc(NC(=O)NC3CCCCC3)cc2C(=O)N([C@H](C)CO)C[C@H]1C	i
C[C@H](CO)N1C[C@H](C)[C@@H](CN(C)S(=O)(=O)c2cccs2)Oc2ccc(NC(=O)Nc3cccc4ccccc34)cc2CC1=O	i
CC(C)NC(=O)N(C)C[C@H]1OCCCC[C@@H](C)Oc2ccc(NC(=O)c3ccccc3)cc2C(=O)N([C@@H](C)CO)C[C@H]1C	i
C[C@@H]1CN([C@H](C)CO)C(=O)c2cccc(NC(=O)C3CC3)c2O[C@@H]1CN(C)Cc1ccccc1	i
CCOC(=O)c1cnc(Nc2nc3ccccc3o2)nc1CSc1nnc(C)s1	i
COc1ccc(S(=O)(=O)Nc2cccc3c2O[C@@H](CN(C)CC2CC2)[C@H](C)CN([C@@H](C)CO)C3=O)cc1	i
C[C@H](CO)N1C[C@H](C)[C@H](CN(C)C(=O)Nc2ccc3c(c2)OCO3)Oc2ccc(NC(=O)Nc3cccc4ccccc34)cc2C1=O	i
COc1ccc(CN(C)C[C@H]2Oc3ccc(NC(=O)Nc4ccc(F)cc4)cc3CC(=O)N([C@@H](C)CO)C[C@H]2C)cc1	i
CNC[C@@H]1OCCCC[C@H](C)Oc2ccc(NS(=O)(=O)c3cn(C)cn3)cc2C(=O)N([C@@H](C)CO)C[C@@H]1C	i
C[C@H]1CN([C@@H](C)CO)C(=O)c2cccc(NC(=O)Nc3ccc(F)cc3)c2O[C@@H]1CN(C)C	i
CC(C)NC(=O)Nc1ccc2c(c1)C(=O)N([C@@H](C)CO)C[C@@H](C)[C@@H](CN(C)S(=O)(=O)c1cn(C)cn1)OCCCC[C@H](C)O2	i
O=C(O)CCSc1nc(-c2ccccc2)c(-c2ccccc2)[nH]1	i
C[C@@H]1CN([C@@H](C)CO)C(=O)c2cccc(NC(=O)NC3CCCCC3)c2O[C@@H]1CN(C)S(=O)(=O)c1cn(C)cn1	i
Cc1cc(O)c2c(c1)C(=O)c1cc(OC3OC(COC(=O)CC(=O)O)C(O)C(O)C3O)cc(O)c1C2=O (stereo not given)	i
COC(=O)N(C)C[C@H]1OCc2cn(nn2)CCCC(=O)N([C@@H](C)CO)C[C@H]1C	i
C[C@H]1CN([C@@H](C)CO)C(=O)c2cc(NS(=O)(=O)c3cccs3)ccc2O[C@H]1CN(C)C(=O)Nc1ccc(F)cc1	i
Cc1cc(C)cc(N2C(=O)CS(=O)(=O)C2c2cccc([N+](=O)[O-])c2)c1 (stereo not given)	i
COc1cccc(OCC(=O)Nc2cccc(Oc3ccc4c(c3)C(=O)NC4=O)c2)c1	i
CC(C)NC(=O)Nc1ccc2c(c1)C(=O)N([C@H](C)CO)C[C@H](C)[C@@H](CN(C)C)O2	i
CCOC(=O)c1sc(NC(=O)CSc2ccccn2)c(C#N)c1C	i
CC(=O)OCC1=CCCC2[C@@]1(C)CC[C@@H](C)[C@]2(C)CCC(C)CC(=O)O (stereo not given in full)	i
COc1ccc(NC(=O)CCC(=O)c2ccc(-c3ccccc3)cc2)cc1	i
Cc1cc(C(=O)Nc2cccc3c2O[C@H](CN(C)CC2CC2)[C@@H](C)CN([C@@H](C)CO)C3=O)n(C)n1	i
CC1CC(=O)C2=C(CCC34OC23C(=O)c2cccc(O)c2C4O)C1 (stereo not given)	i
COCCCNC(=O)c1cc(-c2ccccn2)nc2ccc(Br)cc12	i

Later entries
SMILES	NFkB SMM
CCCC(O)C#Cc1cnc2c(c1)C(=O)N([C@H](C)CO)C[C@H](C)[C@H](CN(C)S(=O)(=O)c1cccc(F)c1)O2 (stereo not given in full)	i
Cc1ccccc1NC(=O)CCCC(=O)O	i
COc1ccc(CN(C)C[C@H]2Oc3ccc(NS(=O)(=O)c4ccc(OC)cc4)cc3C(=O)N([C@H](C)CO)C[C@@H]2C)cc1	i
CC1(C)C=Cc2c(c(CCO)c3occ(-c4ccc(O)c(O)c4)c(=O)c3c2O)O1	i
C[C@@H]1CN([C@@H](C)CO)C(=O)c2cc(NC(=O)C3CC3)ccc2O[C@H]1CN(C)Cc1ccncc1	i
C[C@@H]1CN([C@H](C)CO)C(=O)c2cc(NC(=O)c3ccncc3)ccc2O[C@@H]1CN(C)C(=O)NC1CCCCC1	i
CC(C)(C)NC(=O)CN(c1ccc2c3c(cccc13)CC2)S(C)(=O)=O	i
C[C@H](CO)N1C[C@H](C)[C@@H](CN(C)C(=O)Nc2ccc(C(F)(F)F)cc2)Oc2ccc(NS(=O)(=O)c3ccccc3)cc2CC1=O	i
Cc1noc(C)c1S(=O)(=O)Nc1ccc2c(c1)C(=O)N([C@@H](C)CO)C[C@H](C)[C@@H](CN(C)C(=O)c1ccncc1)OCCCC[C@H](C)O2	i
C[C@H](CO)N1C[C@H](C)[C@H](CN(C)Cc2ccc(F)cc2)Oc2ncccc2C1=O	i
COc1ccc(S(=O)(=O)N(C)C[C@H]2OCCCC[C@@H](C)Oc3ccc(NS(=O)(=O)c4c(C)noc4C)cc3C(=O)N([C@H](C)CO)C[C@H]2C)cc1	i
C[C@H](CO)N1C[C@H](C)[C@H](CN(C)Cc2ccc(Cl)c(Cl)c2)Oc2ccc(NC(=O)C3CC3)cc2C1=O	i
COc1ccc2c(c1)OC(C(=O)c1ccccc1)C2=O (stereo not given)	i
C[C@H](CO)N1C[C@H](C)[C@@H](CN(C)C(=O)CCC(F)(F)F)OCCCC[C@H](C)Oc2ccc(NC(=O)Cc3ccccc3)cc2C1=O	i

An excerpt; rates above refer to the full screens.
